p53null 39C kill: kills p53 null cells at the nonpermissive temperature; 55,000 compounds, 0.97% hits; Potency, µM (doses to about 46.1 µM), inactives show at the highest dose activity, negative = cell killing, usual class: cytotoxic; H1299 p53-null (neo) cells, 39C, ATPlite viability, 24 h; AID 904;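 also: 0% = DMSO only and -100% = full killing by 100 µM tamoxifen; nearly all actives have a fitted effect of over 50% in size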
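Following overnight plating at 37C (600 cells/well), H1299-neo or H1299-p53A138V cells are dosed up to 46 uM. Incubation lasts 24 hr at 39C before ATP detection.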
p53null 32C tox: selectivity test: cytotoxicity in p53 null cells, permissive temperature; AID 903; H1299-neo p53 null cells, ATP luminescence, 24 h, 32C; 55,000 compounds, 0.62% hits; Potency, µM (titrated, usually from 46.1 µM), for inactives: top-dose activity change, negative = cytotoxicity, most hits filed as cytotoxic;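 also: 0% = DMSO only and -100% = full killing by 100 µM tamoxifen; nearly all actives have a fitted effect of over 55% in size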
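Cytotoxicity: H1299-neo (no p53), 32C, 24 h treatment. Concentrations up to 46 uM. Readout cellular ATP, luminescence. Normalization to DMSO basal and tamoxifen 100 uM maximal kill.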
* marks the source's active call; other numbers are inactive results; ? = inconclusive; [ ] = dose if it differs, or a comment. Calls follow the shape of the dose curve; as a rule, active = well fitted cell-killing curve with a large enough effect; inconclusive = small, poorly fitted or top-dose-only effect; inactive = no such curve, though single readings can be large or run the other way. Potency is read from the fitted curve at half-maximal effect. A portion of the library, so the mix of outcomes need not match the whole.

A first look (4 entries):
SMILES	p53null 39C kill	p53null 32C tox
O=C(O)C1CSC2(CCN(Cc3ccccc3)CC2)N1 (stereo not given)	3%	8%
O=C(Nc1ccc2nc(-c3cccs3)[nH]c2c1)c1ccco1	?	?
O=C(CSCc1ccccc1)N1CCN(C(=O)c2ccco2)CC1	4%	-10%
CCCCCCn1c(CN2CCCCC2C)nc2c1c(=O)n(C)c(=O)n2C (stereo not given)	11%	1%

Results, from the start:
SMILES	p53null 39C kill	p53null 32C tox
O=C(O)C1CSC2(CCN(Cc3ccccc3)CC2)N1 (stereo not given)	3%	8%
O=C(Nc1ccc2nc(-c3cccs3)[nH]c2c1)c1ccco1	?	?
O=C(CSCc1ccccc1)N1CCN(C(=O)c2ccco2)CC1	4%	-10%
CCCCCCn1c(CN2CCCCC2C)nc2c1c(=O)n(C)c(=O)n2C (stereo not given)	11%	1%
Cc1ccc(NS(=O)(=O)c2cc(C(=O)O)ccc2Cl)c(C)c1	4%	-5%
COc1ccc(NC(=O)CSc2ncnc3c2sc2ccccc23)c(OC)c1	37%	6%
O=C(c1ccccc1)n1ccn(-c2ccccc2)c1=S	-8%	-10%
COc1ccc(-c2ccnc(SCC(=O)Nc3ccccn3)n2)cc1	6%	6%
CCCCCn1c(Sc2ncccn2)nc2c1c(=O)[nH]c(=O)n2C	13%	-5%
COc1cccc(OC)c1C(=O)Nc1cccc(C(C)=O)c1	0%	2%
O=c1[nH]cnc2nc(-c3ccccc3)c(-c3ccccc3)nc12	7%	0%
O=C(c1ccccc1)N1CCCc2ccccc21	-5%	-4%

Gathered by group, the compounds so far containing a COOH group (2)
SMILES	p53null 39C kill	p53null 32C tox
O=C(O)C1CSC2(CCN(Cc3ccccc3)CC2)N1 (stereo not given)	3%	8%
Cc1ccc(NS(=O)(=O)c2cc(C(=O)O)ccc2Cl)c(C)c1	4%	-5%

(cont.)
SMILES	p53null 39C kill	p53null 32C tox
COc1cc2c(cc1OC)CN(C(=O)CSc1nc(C)cc(C)c1C#N)CC2	-9%	3%
CC1CCN(C(=O)CSc2nnc(-c3ccc(S(=O)(=O)N4CCOCC4)cc3)n2C)CC1	-7%	-7%
COC(=O)c1cccnc1SCc1ccccc1	-6%	-8%
C=CCn1c(=S)[nH]c2sc3c(c2c1=O)CCC3	18%	-3%
O=C1c2ccccc2-c2c1cccc2C(=O)N1CCOCC1	17%	8%
COCc1nc2sc(C)c(C)c2c(=O)[nH]1	8%	10%
CN(C)S(=O)(=O)c1ccc(C(=O)Nc2ccccc2C(=O)O)cc1	-5%	-22%
CC(C)(C)NC(=O)CSC(=Nc1ccccc1F)NC#N	-5%	0%
COc1ccc(Cl)cc1NC(=O)CSc1nnc(Cn2c(=O)sc3ccccc32)n1C	-3%	1%
CCOC(=O)C1C(=O)NC(SCC(=O)Nc2nccs2)=C(C#N)C1c1ccccc1OCC (stereo not given)	0%	13%
CCOCCn1c(CN2CCOCC2)nc2c1c(=O)[nH]c(=O)n2C	19%	9%
O=C(COC(=O)[C@H](Cc1ccccc1)NC(=O)c1cccs1)Nc1c(Cl)cccc1Cl	4%[1.84 µM]	-3%
COc1cc(NC(=O)c2ccccc2)c(OC)cc1Cl	-17%	-6%
CC(C)OC(=O)CSc1nnc(CNc2cccc(Cl)c2)n1C	-3%	-2%
Cc1cccc(C)c1OCc1n[nH]c(=S)o1	7%	-15%
Cc1ccc(NC(=O)c2oc3ccc(S(=O)(=O)N4CCOCC4)cc3c2C)cc1C	-4%	1%
CCOC(=O)CSC(CC)C(=O)Nc1nnc(C(C)C)s1 (stereo not given)	17%	7%
Cn1c(SCC(=O)N=Nc2c(O)[nH]c3ccccc23)nc2ccccc21	4%	4%
CCOc1ccc(Oc2c(/C=N/NC(C)=O)c(C)nn2-c2ccccc2)cc1	0%[1.84 µM]	-1%
Cc1cc(C)nc(NS(=O)(=O)c2ccc(NC(=S)NC(=O)CC(C)C)cc2)n1	3%	1%
Cc1c(Cl)c(C(=O)NNC(=S)NCc2ccco2)nn1C	27%	7%
O=C(c1ccco1)N1CCN(c2ncnc3scc(-c4ccc(F)cc4)c23)CC1	-4%	-2%
O=C1c2ccccc2NC(c2ccccn2)N1c1ccccc1F (stereo not given)	-5%	-1%
Cc1ccc(CSCCNC(=O)CN2C(=O)c3ccccc3S2(=O)=O)cc1	3%	3%
N#CC1=C(SCC(=O)NC23CC4CC(CC(C4)C2)C3)NC(=O)C(C#N)C12CCCCC2 (stereo not given)	?	-17%
O=C1NC2c3ccccc3C(=O)N2c2c1cnn2-c1ccccc1 (stereo not given)	21%	8%
CCCSC1=C(C#N)C(c2cc(OC)ccc2OC)CC(=O)N1 (stereo not given)	16%	-3%
CN(C)/C=N/c1sc2c(c1C#N)CC(C)(C)NC2(C)C	-15%	-5%
Cc1ccccc1OCC(=O)Nc1ccccc1N1CCOCC1	11%	-1%
CC(C)Cn1c(=O)c2c(c3ccccc31)OC(C)C(=O)N2 (stereo not given)	1%	0%
O=C(/C=C/c1c(Cl)cccc1Cl)n1cccn1	-10%	2%
O=C(O)c1cc(-c2ccccc2)n[nH]1	-17%	-8%
O=C(Nc1cccc2ccccc12)OC1C=CS(=O)(=O)C1 (stereo not given)	-15%	-5%
CCCn1c(NCc2cccc(OC)c2O)nc2ccccc21	-8%	-16%
CCCCNc1ccc2nsnc2c1[N+](=O)[O-]	10%	-8%
Cc1ccc(-c2nnc(SCC(=O)CC(=O)Nc3ccccc3)n2C)cc1	2%	0%
O=C(Oc1nsnc1N1CCCCC1)N1CCOCC1	-11%	-3%
CCCCOC(=O)Nc1ccc(C(C)C)cc1	-1%	-8%
COCCOC(=O)C1=C(C)OC(N)=C(C#N)C1c1ccco1 (stereo not given)	7%	2%
CC1(CC(=O)N/N=C/c2ccc(-c3ccc(Cl)cc3)o2)OCCO1	16%	2%
CCOC(=O)CCC(=O)Nc1ccc(S(=O)(=O)N2CCC(C)CC2)cc1	2%	-10%
O=C(Cn1cnc2c(nnn2Cc2ccccc2)c1=O)c1ccc(Cl)cc1	10%	3%
Cc1ccc(CSc2nnc(-c3cccs3)n2C)cc1	-17%	-2%
NC1=NC(=O)C2(COC(c3ccccc3Cl)OC2)S1 (stereo not given)	-8%	-10%
CCN(CC)c1ccc(C(=O)OCC(=O)Nc2cc3oc4ccccc4c3cc2OC)cc1	31%	-10%
O=C(C(Cc1ccccc1)N1C(=O)c2ccccc2C1=O)N1CCc2ccccc21 (stereo not given)	6%	2%
O=C(COc1ccc(Cl)cc1Cl)OCC(=O)N1CCCc2ccccc21	-9%[1.84 µM]	-2%
CCCCCCc1cc2cc(C(=O)NCc3ccccc3)c(=N)oc2cc1O	1%	-1%
O=C(NCCCn1ccnc1)Nc1cccc2ccccc12	10%	1%
CSc1c(CC(=O)NCCO)n(C)c2ccccc12	-17%	-9%
Cc1cc(C)n(C2CC(=O)N(c3ccccc3)C2=O)n1 (stereo not given)	9%	11%
COc1ccc(-c2cnnc(N/N=C/C(C)=C/c3ccccc3)n2)cc1	23%[1.84 µM]	2%
COc1ccc(CNc2ccccc2)cc1Br	-11%	2%
CCc1cc(C(=O)NNC(=S)Nc2cccc(C)c2)cs1	-21%	-10%
OC1(CN2CCOCC2)C2CN3CCN(C2)CC1(c1ccccc1)C3 (stereo not given)	0%	-2%
CN1/C(=C\C(=O)Nc2cccc(Cl)c2)C(C)(C)c2ccccc21	-24%	5%
Nc1cc(-c2cccc([N+](=O)[O-])c2)[nH]n1	26%	2%
CCCc1sc(N/N=C/c2ccccn2)nc1-c1ccc(Br)cc1	5%	-5%
O=C(NC1CC2CCC(C1)N2Cc1ccco1)c1ccccc1 (stereo not given)	0%	3%
CC(C)NS(=O)(=O)c1ccc(OCC(=O)N2CCCC2)cc1	6%	-1%

(more compounds)
SMILES	p53null 39C kill	p53null 32C tox
Cn1ncc(Cl)c1C(=O)Nc1cc(C(F)(F)F)ccc1F	4%	-6%
CCOC(CNC(=O)c1ccc2c(c1)nc(C)n2-c1cccc(F)c1)OCC	9%	8%
CCOC(=O)c1c(Cc2ccc(Cl)cc2)c[nH]c1C	-8%[1.84 µM]	-11%
COC(=O)CN(c1ccccc1)S(=O)(=O)c1ccc(F)cc1	6%	1%
Cc1ccccc1C(=O)NC1CCN(CC(=O)Nc2c(C)cccc2C)CC1	22%	7%
CCc1nc2ccccc2n1CCC(=O)O	6%	4%
CCc1cc2cc(C)cc(C)c2nc1SCC(=O)N1CCCC1	9%	-2%
COc1ccc(S(=O)(=O)N2CCOCC2)c(C)c1C	11%	6%
CCc1nnc(NC(=O)CSc2nnc(C)n2Cc2ccccc2)s1	1%	7%
COc1ccc(NC(=S)NC(NC(=O)c2cccc(C)c2)C(Cl)(Cl)Cl)c([N+](=O)[O-])c1 (stereo not given)	-9%	5%
CCOc1ccc(N2C(=O)CC(N(CCc3ccc(OC)cc3)C(=O)c3cccc(F)c3)C2=O)cc1 (stereo not given)	4%	-7%
O=C(Nc1ccc(F)cc1)NC1CCN(Cc2nnnn2Cc2ccco2)CC1	28%	8%
CCOC(=O)CN(C(=O)CNC(=O)c1cccs1)C(C(=O)NC1CCCCC1)c1cccs1 (stereo not given)	16%	6%
C/C(NCCN1CCOCC1)=C(\C#N)C(N)=O	-9%	-7%
O=C1c2cccnc2C(=O)N1Cc1ccccc1	5%	3%
COC(=O)C(O)(CC(=O)Nc1ccc(Cl)cc1Cl)C(F)(F)F (stereo not given)	2%	-5%
CC(C)(C)C(=O)Nc1sc2c(c1C#N)CCCCC2	16%	-4%
CC(CN(C)Cc1ccccc1)OC(=O)c1cccs1 (stereo not given)	10%	11%
O=c1c2ccccc2nc2sc3ccccc3n12	-3%	-2%
COCCn1c(=O)[nH]c2cc(C(=O)NCCN3CCN(c4ccc(OC)cc4)CC3)ccc2c1=O	15%	0%
O=S(=O)(CCn1cccc1)CCn1cccc1	33%[activator]	2%
Cc1ccc(-c2nc3n(n2)Cc2ccccc2-3)cc1	?	8.9µM*
O=C(NCN1C(=O)C2C3C=CC(C3)C2C1=O)Nc1nccs1 (stereo not given)	51%[activator]	0%
O=C(COc1ccc2ccccc2c1)N1CCN(C(=O)c2cccs2)CC1	4%	-6%
CCN(CC)S(=O)(=O)c1ccc2c(c1)C(=NO)c1cc(S(=O)(=O)N(CC)CC)ccc1-2	-28%	-25%
COc1ccc(CN2C3CCCC2CC(NC(=O)Nc2ccccc2)C3)cc1 (stereo not given)	0%	0%
CC(C)c1ccccc1NC(=O)CCCC(=O)O	-17%	-4%
CCCC(=O)n1nc(-c2ccccc2)nc1SC	0%	1%
CCn1c(SCC(=O)Nc2cc(C)on2)nnc1-c1ccccc1	-21%	-10%
Cc1ccccc1OCc1nnc(SCC(=O)N2CCc3ccccc32)n1C	-16%	-3%
COc1ccc(N(C(=O)c2ccco2)C(C(=O)NC2CCCC2)c2cccs2)cc1OC (stereo not given)	-1%	0%
CCCCc1c(C)c(C#N)c2nc3ccccc3n2c1Cl	19%[1.84 µM]	-6%
CCn1c(Cc2ccc(OC)cc2)nnc1SCC(=O)Nc1cccc(C(=O)OC)c1	17%	-3%
Cc1cccc(/C=C(\c2nc3ccccc3[nH]2)S(=O)(=O)c2ccccc2)c1	-99%	?
CCSc1nnc(NC(=O)C(C)Sc2nc3ccccc3[nH]2)s1 (stereo not given)	18%	5%
Cc1cccc(N2C(=O)CS/C2=N\NC(=O)c2ccc(Cl)cc2)c1C	6%	-4%

Exported with two lines to a compound: 5 of the compounds above.
The line under a structure holds: p53null 39C kill, p53null 32C tox
O=C(O)C1CSC2(CCN(Cc3ccccc3)CC2)N1 (stereo not given)
 : 3%, 8%
Cc1ccccc1OCc1nnc(SCC(=O)N2CCc3ccccc32)n1C
 : -16%, -3%
CN1/C(=C\C(=O)Nc2cccc(Cl)c2)C(C)(C)c2ccccc21
 : -24%, 5%
CC(C)Cn1c(=O)c2c(c3ccccc31)OC(C)C(=O)N2 (stereo not given)
 : 1%, 0%
Cc1c(Cl)c(C(=O)NNC(=S)NCc2ccco2)nn1C
 : 27%, 7%

Grouped by structure, those above containing a nitro group on carbon (3)
SMILES	p53null 39C kill	p53null 32C tox
CCCCNc1ccc2nsnc2c1[N+](=O)[O-]	10%	-8%
Nc1cc(-c2cccc([N+](=O)[O-])c2)[nH]n1	26%	2%
COc1ccc(NC(=S)NC(NC(=O)c2cccc(C)c2)C(Cl)(Cl)Cl)c([N+](=O)[O-])c1 (stereo not given)	-9%	5%

(next part)
SMILES	p53null 39C kill	p53null 32C tox
CN1CCN(C(CNS(=O)(=O)c2ccc(F)cc2)c2cccnc2)CC1 (stereo not given)	10%	-6%
CCOc1nc(-c2ccncc2)nc2ccccc12	7%	-2%
CN(NC(=S)Nc1ccc(OC(F)F)cc1)C(=S)Nc1ccc(OC(F)F)cc1	?	-17%
O=C(Nc1ccccc1)Nc1nnc(CSCc2ccccc2Cl)s1	-11%	4%
CC(NC(=O)NC1CCCCC1)C(c1cccs1)N1CCOCC1 (stereo not given)	-5%	4%

Compound activity as filed in PubChem.
